ALOX12 inh = ALOX12 (human) lipoxygenase inhibition; P18054; purified 12hLO, xylenol orange hydroperoxide absorbance; Potency, µM (doses to about 108 µM), without a hit: top-dose activity change, negative = inhibition, actives largely listed as inhibitors; 580,000 compounds, 1.1% hits; AID 1671190; note: potency is the fitted concentration of half-maximal effect; % is set by controls: 0 for no effect and ±100 for the full control effect
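Hydroperoxide product was detected by ferrous iron/xylenol orange as the 573 to 405 nm absorbance ratio. Arachidonic acid at 40 uM (final) was turned over for 30 min at room temperature by 150 nM human 12hLO, pH 7.0 Hepes buffer, after 15 min compound preincubation.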
LDHA inh = inhibitors of human lactate dehydrogenase A; P00338; purified LDHA, NADH/diaphorase-resazurin fluorescence; stronger effect = lower value; activity change, % (values are at about 110 or 230 µM); 480,000 compounds, 0.15% hits; in the data active = activity change below about -30%; inconclusive = mostly about -25% to -30%;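 note: plate controls were DMSO wells for no effect and wells without enzyme for full effect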
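LDH5 2 nM; NADH 0.06 mM, pyruvate 0.2 mM; 200 mM Tris pH 7.4, EDTA, Tween-20; 5 min RT. Detection: diaphorase 0.133 mg/mL + resazurin 37 µM, fluorescence ex540/em590 at 0 and 20 min; normalized to enzyme-free and DMSO wells.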
D2 antag = antagonists of human D2 dopamine receptor | P14416 | HEK293 TREx D2 cells, calcium flux, dopamine EC80 | inhibition, % at 10 µM | 340,000 compounds, 2% hits | AID 485344; in the data active = inhibition above about 30%; note: 0% is about no effect
Target sequence (P14416 whole entry, looked up): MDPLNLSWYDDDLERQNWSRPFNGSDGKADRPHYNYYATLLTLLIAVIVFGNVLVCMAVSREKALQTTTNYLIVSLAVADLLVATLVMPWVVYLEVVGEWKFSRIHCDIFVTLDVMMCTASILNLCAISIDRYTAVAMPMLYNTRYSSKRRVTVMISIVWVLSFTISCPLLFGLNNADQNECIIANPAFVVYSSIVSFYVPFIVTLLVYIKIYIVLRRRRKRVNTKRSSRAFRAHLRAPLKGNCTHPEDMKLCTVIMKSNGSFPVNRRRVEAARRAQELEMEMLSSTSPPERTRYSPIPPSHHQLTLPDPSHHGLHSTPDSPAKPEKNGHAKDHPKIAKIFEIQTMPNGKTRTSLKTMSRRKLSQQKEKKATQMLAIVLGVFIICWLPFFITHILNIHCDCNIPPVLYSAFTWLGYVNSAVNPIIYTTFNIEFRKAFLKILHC
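Cells plated overnight at 30 C with tetracycline; no-wash calcium dye, 30–90 min RT; 10 s baseline; compound pinned; 180 s read; EC80 dopamine added; another 180 s read.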
ERG Ets-DNA blk = inhibitors of human ERG Ets domain-DNA interaction | P11308 | fluorescence polarization, His-ERG Ets domain / labelled DNA | Potency, µM (titrated, usually from 76.9 µM), for the others: top-dose FP activity, negative = inhibition, actives largely listed as inhibitors | 370,000 compounds, 0.028% hits | AID 624246; active = well fitted inhibition curve with a large enough effect in the polarisation, with a control signal flat; inconclusive = small, poorly fitted or top-dose-only effect, or effect the other way, or a change in a side signal; inactive = no such curve, though single readings can be large or run the other way; the % refers to the polarisation;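 note: polarization taken with two DNA probes labelled with fluorescein and Texas red; potency is the fitted concentration of half-maximal effect; % of control where 0% means no effect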
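His-tagged ERG Ets domain (1 uM in the protein solution; 300mM KCl, 50mM Tris-HCl, 1mM EDTA, 1mM DTT, pH 7.5) received compound, then a probe mix of 5 nM fluorescein-DNA and 100nM Texas-615-DNA. Fluorescence polarization was read for both dyes.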
Vif-APOBEC3G blk = Vif-A3G binding inhibition; Potency, µM (series often up to 46.1 µM), inactives show at the top dose activity, negative = active, usual class: inhibitors; 410,000 compounds, 0.076% hits; HeLa A3G-eYFP + Vif (tagged APOBEC3G with the HIV-1 protein that degrades it), YFP fluorescence, overnight; AID 602310;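 note: potency is the fitted concentration of half-maximal effect; % is set by controls: 0 for no effect and ±100 for the full control effect; nearly all actives have a fitted effect of over 60% in size; hits raise eYFP signal because A3G escapes Vif-driven loss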
Target sequence (Q9HC16 whole entry, looked up): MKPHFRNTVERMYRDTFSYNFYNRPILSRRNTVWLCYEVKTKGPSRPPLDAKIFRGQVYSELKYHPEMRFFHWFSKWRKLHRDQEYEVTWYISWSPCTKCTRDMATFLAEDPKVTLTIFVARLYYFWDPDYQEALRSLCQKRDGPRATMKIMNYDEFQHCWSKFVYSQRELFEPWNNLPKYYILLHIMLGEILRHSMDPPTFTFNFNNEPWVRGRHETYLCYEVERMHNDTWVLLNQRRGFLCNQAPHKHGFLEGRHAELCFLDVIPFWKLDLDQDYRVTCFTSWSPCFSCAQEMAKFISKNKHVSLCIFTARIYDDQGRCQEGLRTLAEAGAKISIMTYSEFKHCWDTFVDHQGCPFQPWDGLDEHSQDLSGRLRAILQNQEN
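Read-out is eYFP fluorescence (Ex 488/Em 500-530) from Vif-expressing HeLa A3G-eYFP cells; more signal means A3G escaped Vif-mediated degradation. Cells plated overnight, compound pinned in, incubated overnight at 37 deg C.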
RGS4 inhibitor = inhibitors of human regulator of G protein signaling 4. 390,000 compounds, 0.039% hits. AID 504845. Transcreener GDP fluorescence polarization, RGS4-accelerated GTP hydrolysis. P49798. Potency, µM (highest dose often 114 µM), without a hit: at the top dose activity change, negative = inhibition, hits mostly inhibitors; note: potency is the fitted concentration of half-maximal effect; % is set by controls: 0 for no effect and ±100 for the full control effect; nearly all actives have a fitted effect of over 75% in size; some results filed as inactive show a strong effect at the top dose
Target sequence (P49798 whole entry, looked up): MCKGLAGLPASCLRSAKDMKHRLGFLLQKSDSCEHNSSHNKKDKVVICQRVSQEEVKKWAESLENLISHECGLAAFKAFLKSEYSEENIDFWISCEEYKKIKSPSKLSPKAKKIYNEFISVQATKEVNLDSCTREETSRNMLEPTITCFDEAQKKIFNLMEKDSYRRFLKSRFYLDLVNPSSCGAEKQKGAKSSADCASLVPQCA
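MLSMR compounds (23 nl, pin-transferred) preincubated 10 min at room temperature with a 500nM (2x) first reagent, then RGS4 at 900nM (2x) plus Transcreener GDP mix added; fluorescence polarization (620/688 nm) read before and after 90 min at 30 °C.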
Vif-APOBEC3F blk = Vif-A3F binding inhibition. 390,000 compounds, 0.2% hits. HeLa A3F-eYFP + Vif (tagged APOBEC3F with the HIV-1 protein that degrades it), YFP fluorescence increase. Potency, µM (highest dose often 46.1 µM), inactives show top-dose activity, negative = active; note: potency is the fitted concentration of half-maximal effect; % of control where 0% means no effect; nearly all actives have a fitted effect of over 65% in size
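HeLa cells stably expressing Vif plus C-terminally eYFP-tagged A3F were seeded, incubated overnight at 37 deg C, dosed with compound, incubated overnight again at 37 deg C. Yellow fluorescence (Ex 488/Em 500-530) reported blocked Vif-mediated A3F-eYFP degradation.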
GRP78 ERSR act = ER stress response induction in glioma; AID 602332; 420,000 compounds, 0.02% hits; Potency, µM, without a hit: top-dose activation, actives largely listed as activators; U87-MG GRP78 promoter luciferase reporter, 16 h; note: potency is the fitted concentration of half-maximal effect; series mostly up to about 76 µM; % of control where 0% means no effect; nearly all actives have a fitted effect of over 35% in size
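ERSR induction read as luciferase luminescence (Bright-Glo, 10 min at room temperature) in stably transfected human U87-MG glioma cells exposed to compounds for 16 h, using GRP78 as sensor.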
D2 ag = agonists of human D2 dopamine receptor | activation, % at 2 µM | 340,000 compounds, 0.53% hits | HEK293 T-REx D2 cells, calcium flux agonist mode | AID 485358;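 active = activation over 3 SD above normal in the single-dose calcium agonist read, cut at about 30% in these data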; note: 0% is about no effect
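HEK293 Trex D2 cells, tetracycline-induced, o/n 30 C 5% CO2; no-wash Ca dye, RT 30–90 min; 10-cycle baseline, 23 nl cpd added, kinetic Ca read 180 s; agonist hits = positive Ca response.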
The depositor's hits bear a star; i = inactive; ? = inconclusive; · = not tested or not shown; [ ] = remark or other dose. Unless noted, calls come from the whole dose curve; as a rule, active = well fitted curve in the direction sought with a large enough effect; inconclusive = small, poorly fitted or top-dose-only effect, or another doubt; inactive = no such curve, though single readings can be large; an effect the other way counts as inactive or inconclusive. This is a subset; rates above refer to the full screens.

Compound	ALOX12 inh	LDHA inh	D2 antag	ERG Ets-DNA blk	Vif-APOBEC3G blk	RGS4 inhibitor	Vif-APOBEC3F blk	GRP78 ERSR act	D2 ag
COc1ccccc1N1CCN(C(CNS(C)(=O)=O)c2cccnc2)CC1 (configuration not stated)	-1%	-2	2	17%	5%	-35%	2%	-4%	4.9
O=C(Nc1nc(OCC(F)(F)F)cnc1/C=C\c1ccccc1)c1ccccc1	-16%	-4	·	·	-4%	·	·	-3%	·
O=C(CSc1nncs1)NCc1ccc2c(c1)OCO2	-12%	-5	-1	3%	2%	-9%	-1%	-1%	0.6
CC1CCCCN1C(=O)C1CCN(S(=O)(=O)c2ccc(-n3cnnn3)cc2)CC1 (configuration not stated)	?	-8	20	-1%	1%	5%	1%	-6%	0.4
Cc1ccc(C)c(CSc2ncccc2C(=O)O)c1	-25%	-2	-12	0%	2%	22%	-3%	2%	-1.5
N#CCC(=O)Nc1ccc(C(=O)OCC(=O)Nc2ccccc2-c2ccccc2)cc1	0%	-11	-5	-1%	9%	3%	3%	-1%	1.3
CN1c2ccccc2C(=O)/C(=C\Nc2ccc(F)cc2)S1(=O)=O	?	-4	-1	1%	1%	16%	9%	-2%	0.3
COc1ccccc1CNC(=O)CCSCc1cccc(Cl)c1	-16%	-6	·	-7%	1%	6%	-14%	-2%	·
O=C1c2ccccc2C(=O)N1CCCCn1c(=O)oc2ccccc21	0%	0	-27	-2%	3%	-35%	-8%	-2%	0.5
CCCCSc1nc(N)c(C#N)c(-c2cccs2)c1C#N	-19%	-8	5	-2%	1%	-19%	5%	-2%	0.2
Cc1nnc(SCc2ccc(Cl)cc2)nc1/C=C/N(C)C	40µM*	0	-19	-3%	-4%	-11%	-5%	0%	-0.5
CSc1n[nH]c(=O)n1-c1cccc(Cl)c1	-20%	-1	6	-3%	0%	-14%	5%	-3%	-0.4
Cc1ccccc1NC(=O)C(=O)N/N=C/c1cccc(Br)c1	-10%	-1	14	3%	0%	-7%	3%	-2%	0.3
CCN(CC(=O)Nc1ccc(OC)c(OC)c1)CC(=O)Nc1ccccc1C(F)(F)F	3%	-3	24	0%	0%	-26%[56.9 µM]	-1%	-3%	-0.3
O=C1NNC(c2ccccc2)=N/C1=C\c1ccccc1	108%[activator]	-4	28	-3%	1%	15%	2%	-1%	-1.7
CCn1nnnc1SCC(=O)N1N=C(c2cccs2)CC1c1cccs1 (configuration not stated)	0%	1	-6	2%	2%	-15%	-12%	4%	0.3
O=C(Nc1cc(Sc2nc3ccccc3s2)cc([N+](=O)[O-])c1)c1ccccc1	-9%	-6	-1	-7%	-13%	-16%	-1%	-2%	2.2
O=C(NC1CC1)C1=COCCO1	-8%	-2	24	4%	1%	25%	5%	-2%	-1.1
CCCn1c(SCC(=O)Nc2ccc(Cl)cc2)n[nH]c1=O	0%	-6	11	5%	2%	-4%	-8%	-6%	0.3
Fc1ccc(-c2nnc(CN3CCN(c4ncc(C(F)(F)F)cc4Cl)CC3)o2)cc1	0%	-3	2	-4%	0%	2%	-1%	-2%	-0.1
CCOCC(=O)Nc1nnc(C2CCCCC2)s1	?	-17	-14	5%	2%	6%	2%	-3%	-0.1
CC(=O)Nc1ccc(NC(=O)CSc2nnc3ccc(-c4ccc(F)cc4)nn23)cc1	6%	-3	0	3%	-1%	-22%	2%	-5%	0.3
CCOC(=O)c1ccc(Oc2cn[nH]c2-c2ccc(OCC(=O)NN)cc2O)cc1	65%[activator]	1	16	-16%	-2%	8%	5%	3%	1.8
CC(C)(C)NC(=O)NC(=O)Cn1cc(C(F)(F)F)ccc1=O	4%	-3	-17	1%	5%	-28%	1%	-8%	0.3
CC1(c2ccccc2)NC(=O)N(CC(=O)Nc2nnc(C3CC3)s2)C1=O (configuration not stated)	i	-1	-9	13%	2%	-5%	4%	-3%	-1.3
CCN(CC)C1CCN(C(=O)CCc2nnc(CCc3ccccc3)o2)C1 (configuration not stated)	?	-14	5	-6%	1%	-3%	9%	-2%	0.1
CC(/C=N\NC(=O)c1cc(C)oc1C)=C\c1ccccc1	-16%	-9	10	-1%	-13%	-2%	-5%	0%	-0.5
CC(O)c1n(C)c(Cl)c[n+]1C (configuration not stated)	?	-16	4	1%	2%	-4%	5%	-6%	0.3
CCc1nc2cccnc2n1-c1ccc(CC(=O)Nc2c(C)cccc2C)cc1	-35%	4	·	3%	-7%	-15%	-9%	0%	0.8
COc1ccccc1-c1cc(C(=O)N/N=C/c2sccc2C)c2ccccc2n1	-7%	-3	-48	1%	-9%	21%	-9%	-2%	-0.6
CCc1noc(C)c1C(=O)Nc1cc(S(=O)(=O)N2CCOCC2)ccc1N1CCN(CC)CC1	?	-9	-3	4%	-1%	-11%	4%	-4%	0.1
O=C(NC1CC1)c1ccc(CSCc2cccc(F)c2)o1	-19%[57.4 µM]	0	2	6%	0%	-29%	1%	3%	-2.0
CC(=O)Nc1ccc(S(=O)(=O)NC2=NCN(c3cccc([N+](=O)[O-])c3)CN2)cc1	-54%	-5	7	8%	-4%	3%	5%	-4%	-0.4
COc1ccc(OC)c(-n2c(CNC3CCN(Cc4ccccc4)CC3)nc3ccccc3c2=O)c1	9%	-3	7	-4%	0%	-27%	-2%	-1%	-0.1
CCOC(=O)c1cc(-c2ccc(OC)c(S(=O)(=O)NCc3ccccc3Cl)c2)on1	-1%	-4	·	2%	0%	-21%	-1%	-11%	-0.4
CS(=O)(=O)NN1C(=O)c2ccccc2NC1c1cccc2cccnc12 (configuration not stated)	4%	-3	9	-3%	-2%	-12%	4%	6%	-0.7
Cc1cc(C)nc(NC(N)=NC(C)c2ccccc2)n1 (configuration not stated)	-23%	-3	2	2%	-2%	-4%	1%	-4%	-0.1
COc1cc2c(cc1NC(=O)c1ccc3c(c1)OCO3)oc1ccccc12	1%	-1	6	·	0%	15%	-3%	10%	-0.5
Cc1onc(-c2ccccc2)c1C(=O)N/N=C/c1cc(Br)c(Br)o1	-30%	-2	17	-12%	0%	-14%	1%	-3%	-1.5
CC(NC(=O)Cc1cccs1)c1ccc2c(c1)OCO2 (configuration not stated)	-24%	-2	9	-5%	6%	-11%	-3%	-2%	0.1
O=C(N/N=C\c1ccc(-c2ccc(Cl)c(Cl)c2)o1)C(=O)N1CCCC1	-18%	-1	-17	6%	0%	19%	·	-12%	1.1
COc1cccc(-c2ncc3ccccc3c2COC(=O)c2cccs2)c1	?	1	-3	0%	1%	12%	4%	-1%	0.1
CCn1c2ccc(CC(=O)O)cc2c2cc(CC(=O)O)ccc21	0%	1	6	-4%	4%	-14%	-3%	-4%	-1.3
COc1ccccc1N(CC(=O)NCc1ccccc1)C(=O)CCC(=O)Nc1nccs1	-3%	0	5	3%	-3%	-5%	3%	-5%	-0.9
CC(=O)Oc1ccc(C(=O)Nc2ccccc2C(=O)Nc2cccc(C(=O)O)c2)cc1	16%	-12	4	6%	4%	2%	-16%	-2%	0.8
COc1nn(CC(=O)N2N=C(C(F)F)CC2(O)C(F)F)cc1[N+](=O)[O-] (configuration not stated)	0%	-3	9	0%	0%	-16%	-9%	-4%	1.5
Cn1cc(CN2CCC(Oc3ccc(C(=O)N4CCCC4)cc3)CC2)cn1	0%	-1	-7	-11%	-1%	-19%	-9%	-7%	1.4

An excerpt from above in order of heavy-atom count, high to low:
Compound	ALOX12 inh	LDHA inh	D2 antag	ERG Ets-DNA blk	Vif-APOBEC3G blk	RGS4 inhibitor	Vif-APOBEC3F blk	GRP78 ERSR act	D2 ag
N#CCC(=O)Nc1ccc(C(=O)OCC(=O)Nc2ccccc2-c2ccccc2)cc1	0%	-11	-5	-1%	9%	3%	3%	-1%	1.3
O=C(Nc1cc(Sc2nc3ccccc3s2)cc([N+](=O)[O-])c1)c1ccccc1	-9%	-6	-1	-7%	-13%	-16%	-1%	-2%	2.2
O=C1NNC(c2ccccc2)=N/C1=C\c1ccccc1	108%[activator]	-4	28	-3%	1%	15%	2%	-1%	-1.7

Reprinted from the entries so far, two compounds:
Compound	ALOX12 inh	LDHA inh	D2 antag	ERG Ets-DNA blk	Vif-APOBEC3G blk	RGS4 inhibitor	Vif-APOBEC3F blk	GRP78 ERSR act	D2 ag
CCN(CC)C1CCN(C(=O)CCc2nnc(CCc3ccccc3)o2)C1 (configuration not stated)	?	-14	5	-6%	1%	-3%	9%	-2%	0.1
CC(/C=N\NC(=O)c1cc(C)oc1C)=C\c1ccccc1	-16%	-9	10	-1%	-13%	-2%	-5%	0%	-0.5
